Assay outcomes: PubChem, National Center for Advancing Translational Sciences (NCATS)
NPSR antagonist = neuropeptide S receptor (human) antagonism, cAMP. Q6W5P4. CHO-NPSR cells, cAMP TR-FRET, antagonist mode. Potency, µM (titrated, usually from 38.3 µM), for the others: at the highest dose activity change, negative = inhibition, most hits filed as inhibitors. 220,000 compounds, 1% hits. AID 1461; further: potency means the concentration at half of the fitted maximal effect; on the % scale 0 is the no-effect control and ±100 the full control effect; nearly all actives have a fitted effect of over 50% in size; many of its hits are not listed in these tables
GLA spleen mod = alpha-galactosidase A (human) modulation; human spleen homogenate, 4MU-alpha-Gal fluorescence, 40 min; 240,000 compounds, 0.008% hits; Potency, µM (highest dose often 80 µM), inactives show at the top dose activity change, negative = inhibition, hits mostly inhibitors;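 further: potency means the concentration at half of the fitted maximal effect; 0% = enzyme with vehicle and -100% = no enzyme basal signal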
Target sequence (P06280 32-429 limits assumed): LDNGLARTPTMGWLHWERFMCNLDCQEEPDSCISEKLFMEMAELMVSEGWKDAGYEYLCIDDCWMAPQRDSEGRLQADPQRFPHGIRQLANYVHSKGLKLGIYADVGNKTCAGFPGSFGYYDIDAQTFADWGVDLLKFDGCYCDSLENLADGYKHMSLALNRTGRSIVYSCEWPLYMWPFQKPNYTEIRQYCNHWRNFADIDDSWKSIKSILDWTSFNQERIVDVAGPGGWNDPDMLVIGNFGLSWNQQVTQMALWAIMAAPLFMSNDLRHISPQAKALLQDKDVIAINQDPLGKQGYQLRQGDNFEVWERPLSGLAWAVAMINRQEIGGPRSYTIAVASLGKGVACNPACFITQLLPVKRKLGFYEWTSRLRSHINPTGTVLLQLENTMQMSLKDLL
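Human spleen homogenate (1 ug) was the enzyme source, with 4-methylumbelliferyl-alpha-D-galactopyranoside (1 mM final) in pH 5.0 citrate buffer with 0.01% Tween-20. Compounds were titrated; after 40 min at 37C, NaOH/glycine stop, 4-MU fluorescence read; AC50 from Hill fits.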
Tau fibril FP = tau fibrillization inhibition (FP) | P10636 | K18 P301L tau heparin fibrillization, Alexa594 FP, 6 h | Potency, µM (series often up to 57.7 µM), without a hit: top-dose activity, negative = inhibition, usual class: inhibitors | 280,000 compounds, 0.39% hits | AID 1468; further: potency means the concentration at half of the fitted maximal effect; on the % scale 0 is the no-effect control and ±100 the full control effect; nearly all actives have a fitted effect of over 55% in size
Target sequence (P10636 561-689 P618L limits assumed): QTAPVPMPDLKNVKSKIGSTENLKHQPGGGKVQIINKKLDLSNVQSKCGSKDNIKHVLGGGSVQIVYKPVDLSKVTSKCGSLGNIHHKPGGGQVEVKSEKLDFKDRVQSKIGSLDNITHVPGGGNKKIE
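Read-out: fluorescence polarization of Alexa 594-labeled tau (0.24 uM), 555 nm excitation, 632 nm emission. Mixtures held 15 uM unlabeled K18 P301L, compound and 20 uM heparin, pH 7 acetate buffer, incubated 6 hr at 37 C.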
TRb SRC2 PPI = TRbeta-SRC2 interaction inhibition; P10828; TRbeta-SRC2 peptide binding, fluorescence polarization; receptor liganded with 1 µM T3; Potency, µM (doses to about 106 µM), for inactives: at the highest dose activity change, negative = inhibition, hits mostly inhibitors; 280,000 compounds, 0.065% hits;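 further: potency means the concentration at half of the fitted maximal effect; plate controls were bound peptide for no effect and peptide without receptor for full effect; nearly all actives have a fitted effect of over 50% in size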
Target sequence (P10828 whole entry, looked up): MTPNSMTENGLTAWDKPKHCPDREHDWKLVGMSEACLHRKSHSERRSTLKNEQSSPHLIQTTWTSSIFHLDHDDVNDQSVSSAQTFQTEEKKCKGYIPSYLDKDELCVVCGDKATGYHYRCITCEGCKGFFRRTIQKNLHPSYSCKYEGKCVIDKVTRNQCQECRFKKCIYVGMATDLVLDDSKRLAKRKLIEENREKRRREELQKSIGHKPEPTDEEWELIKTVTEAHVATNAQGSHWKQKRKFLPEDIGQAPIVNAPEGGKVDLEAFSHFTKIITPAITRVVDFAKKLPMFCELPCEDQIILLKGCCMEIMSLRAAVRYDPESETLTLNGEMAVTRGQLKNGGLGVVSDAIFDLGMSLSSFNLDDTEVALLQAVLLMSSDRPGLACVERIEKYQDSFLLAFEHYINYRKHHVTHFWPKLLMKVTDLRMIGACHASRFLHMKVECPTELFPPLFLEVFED
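Each compound concentration gave % activity, normalized to unbound and bound Texas Red SRC2 controls, from polarization read after 5 hr ambient incubation with T3-loaded human TRb LBD.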
Tau fluor counter = counter-screen for tau fibril formation inhibitors; tau K18 P301L Alexa594 fluorescence, heparin fibrillization; Potency, µM (series often up to 57.7 µM), for the others: at the top dose activity change, negative = decrease; 280,000 compounds, 0.93% hits; further: potency means the concentration at half of the fitted maximal effect; on the % scale 0 is the no-effect control and ±100 the full control effect; nearly all actives have a fitted effect of over 55% in size
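Human tau K18 P301L (15 uM unlabeled, 0.24 uM Alexa 594-labeled) in 100 mM sodium acetate pH 7 with 20 uM heparin, 6 hr at 37 C. ThT 30 uM added, 1 hr ambient; Alexa 594 FP and total fluorescence read at 555/632 nm.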
TexasRed fluor = counter-screen for TRb-SRC2 inhibitors: fluorescence interference | TRb/SRC2 Texas Red total fluorescence interference | Potency, µM (series often up to 106 µM), without a hit: at the highest dose fluorescence change, negative = quenching | 280,000 compounds, 0.29% hits; active means well fitted curve in either direction with a large enough effect; inconclusive means small, poorly fitted or top-dose-only effect; further: potency means the concentration at half of the fitted maximal effect; on the % scale 0 is the no-effect control and ±100 the full control effect
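Flags fluorescent or light-absorbing compounds by total fluorescence, S + 2P, at 555 nm excitation and 632 nm emission. Mixture: 20 nM Texas Red SRC2 peptide, 0.6 uM human TRb LBD, 1 uM T3, 5% DMSO; compound exposure 5 h at ambient temperature.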
CBFb-RUNX1 inh = inhibitors of human CBF-beta and RUNX1 interaction; Potency, µM (top dose mostly 59.8 µM), inactives show at the top dose activity, negative = inhibition, most hits filed as inhibitors; Q01196+Q13951; 230,000 tested, under 10 active; AID 1477; AlphaScreen CBFb-His/RUNX1-biotin binding, biochemical; further: % of control where 0% means no effect
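CBFb-His/RUNX1-biotin, 30 nM each, preincubated 20 min RT; compound 15 min RT; Ni + streptavidin beads 50 ng each, 90 min RT; AlphaScreen read.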
Epigenetic derep = derepresses silenced GFP reporter in murine cells. murine LDR cells, GFP reporter derepression, 30 h. Potency, µM (titrated, usually from 53.9 µM), for the others: at the top dose GFP activation, most hits filed as activators. 280,000 compounds, 0.2% hits. AID 1865; further: potency means the concentration at half of the fitted maximal effect; % of control where 0% means no effect; nearly all actives have a fitted effect of over 60% in size
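Murine LDR cells carrying a silenced, genomically integrated CMV-driven GFP reporter were exposed to compound for 30 hours at 37 C. After PBS washes, GFP-positive cells (20–120 um objects) were counted by laser-scanning microplate cytometry.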
Starred values were filed as active, the others as inactive; ? = inconclusive; . = no result given; [ ] = another dose, or the depositor's remark. Unless noted, the call rests on the fitted dose curve; in most records, active means well fitted curve in the direction sought with a large enough effect; inconclusive means small, poorly fitted or top-dose-only effect, or another doubt; inactive means no such curve, though single readings can be large; an effect the other way counts as inactive or inconclusive. Not all compounds are listed (hit frequency here may not be typical).

SMILES	NPSR antagonist	GLA spleen mod	Tau fibril FP	TRb SRC2 PPI	Tau fluor counter	TexasRed fluor	CBFb-RUNX1 inh	Epigenetic derep
Cc1ccc(NS(=O)(=O)c2ccc(OCC(=O)NCc3cccnc3)cc2)cc1	11.8%	0.2%	-8.6%	-7.1%	-3.3%	0.5%	-3.8%	5.8%
CCNc1nc(NC(C)C)nc(Oc2ccc(/C=N/O)cc2)n1	-11.3%[46.1 µM]	-1.5%	-1.7%	-15.9%	0.3%	3.0%	2.7%	-1.1%
Cc1nccc2[nH]c(=O)c(C(=O)NC(C)CCc3ccccc3)cc12 (stereo not given)	-5.4%	0.9%	-10.6%	-2.8%	-8.1%	-3.3%	0.5%	-0.3%
CCc1nnc(NC(=O)CSc2ncc(-c3ccccc3)n2CC)s1	-19.9%[46.1 µM]	-3.8%	2.7%	-2.9%	1.0%	-0.1%	-15.8%	-2.4%
N#CC1CCCc2c1[nH]c1ccc([N+](=O)[O-])cc21 (stereo not given)	?	5.3%	-5.8%	2.3%	-23.2%	-2.9%	0.1%	-1.5%
Cc1ccc2cc(CN(Cc3ccc4c(c3)OCO4)Cc3nnnn3Cc3ccco3)c(=O)[nH]c2c1C	?	-1.7%	1.8%	4.2%	-6.6%	2.8%	-19.4%	0.0%
CC(CN1CCCCC1)NC(=O)c1cc(-c2ccccn2)nc2ccc(Cl)cc12 (stereo not given)	2.3%	0.9%	7.8%	-3.1%	-12.0%	-4.3%	-7.5%	1.1%
FC(F)Oc1ccc(NC(=S)NCc2ccccc2)cc1Cl	-9.4%[46.1 µM]	5.0%	?	1.0%	?	-0.3%	7.5%	-3.9%
c1ccc(N2CC[N+]3(CCCC3)CC2)nc1	-3.4%[46.1 µM]	-2.4%	1.4%	-9.3%	0.1%	-0.1%	-0.6%	1.0%
C=CCOC(=O)C1(C(NC(=O)OC)c2ccccc2)C(=O)Cc2ccccc21 (stereo not given)	.	19.7%	4.8%	1.4%	-1.5%	-3.2%	-9.6%	-1.1%

Brought forward from above: two compounds; new compounds follow.
SMILES	NPSR antagonist	GLA spleen mod	Tau fibril FP	TRb SRC2 PPI	Tau fluor counter	TexasRed fluor	CBFb-RUNX1 inh	Epigenetic derep
c1ccc(N2CC[N+]3(CCCC3)CC2)nc1	-3.4%[46.1 µM]	-2.4%	1.4%	-9.3%	0.1%	-0.1%	-0.6%	1.0%
C=CCOC(=O)C1(C(NC(=O)OC)c2ccccc2)C(=O)Cc2ccccc21 (stereo not given)	.	19.7%	4.8%	1.4%	-1.5%	-3.2%	-9.6%	-1.1%
Cc1ccc(CN2CCCn3nc(C(=O)NCCC(C)C)cc3C2=O)cc1	.	.	5.3%	7.6%	-2.5%	-1.5%	.	6.8%
CCOP(=O)(OCC)C(Nc1cc(Cl)cc(Cl)c1)c1cccc(O)c1 (stereo not given)	-43.0%	-22.2%	-4.9%	-5.4%	-17.7%	-1.6%	-4.5%	-5.4%
C=CCn1c(Cc2cccs2)nnc1SCC(=O)c1ccc(F)cc1	-9.1%[46.1 µM]	6.3%	-8.9%	4.5%	-10.4%	0.1%	0.6%	-1.9%
COc1ccc(Cl)cc1NC(=O)CSc1nc(N2CCCCC2)nc(N2CCCCC2)n1	3.6%[46.1 µM]	-5.3%	8.6%	1.7%	-8.4%	-5.6%	8.6%	2.5%
COc1ccc(Br)cc1/C=C/C(=O)Nc1ccc(C)cc1	-48.2%	-0.7%	7.5%	9.2%	?	-2.2%	2.9%	-0.1%
OCC(Cc1ccccc1)Nc1c2ccccc2nc2ccccc12 (stereo not given)	-27.0%	-1.1%	-0.2%	-8.7%	-10.6%	-41.9%	-4.0%	1.1%
CCOc1ccc(N2C(=O)C3C(c4ccccc4)=NN(c4ccccc4)C3C2=O)cc1 (stereo not given)	-20.5%	28.7%	-9.6%	-2.5%	-26.0%	-2.0%	?	7.4%
CN(C)c1ccc(N/C=C/C(=O)C(C)(C)C)cc1	?	-1.3%	?	44.7µM*	?	?	-13.8%	1.5%
COC(=O)[C@@]1(Cc2ccc(F)cc2)[C@H]2c3cc(C(=O)N4CCCC4)n(Cc4cc(F)cc5c4OCOC5)c3C[C@H]2CN1C(=O)c1ccccc1	.	-12.1%	-6.2%	1.6%	-5.4%	-1.2%	?	2.0%
COc1ccc(C2Nc3ccccc3C(=O)N2c2ccc(C)cc2)cc1Cn1nc(C)c([N+](=O)[O-])c1C (stereo not given)	?	-14.6%	4.8%	4.1%	-19.8%	-4.8%	-7.3%	-1.0%
CSc1nc(C)c(C(=O)Nc2ccccc2)c(C)c1C#N	-1.9%[46.1 µM]	-2.3%	3.4%	8.8%	-0.1%	0.4%	9.5%	-3.2%
CCc1c(O)nc(SCc2nc3ccccc3c(=O)[nH]2)[nH]c1=O	18.0%	1.9%	-8.5%	5.8%	-12.7%	4.3%	-4.6%	0.0%
CCCCCC(=O)Nc1ccc2ccccc2c1	-2.7%	6.3%	-2.0%	3.0%	-2.8%	0.7%	5.9%	-0.9%
O=C(c1ccco1)N1CCN(C2CCCC2)CC1	-3.6%[46.1 µM]	-2.1%	7.9%	-14.4%	1.0%	-2.0%	-2.0%	-0.9%
Cc1c(Cl)cccc1NC(=O)c1cnc2sc(N3CCOCC3)nn2c1=O	.	.	2.6%	4.1%	5.2%	0.2%	.	0.8%
Cn1c(=NC(=O)CCl)sc2ccccc21	-12.5%[46.1 µM]	1.8%	2.5%	7.2%	-8.1%	2.8%	6.1%	1.9%
CC(C)(C)NC(=O)c1ccc2c(c1)C1C3CCC(C3)C1C(c1ccccc1)N2 (stereo not given)	-27.7%	6.0%	9.9%	-4.3%	-8.4%	-0.2%	5.1%	-1.0%
O=C(Nc1ccc(Br)cc1)c1cccn1-c1ncc(C(F)(F)F)cc1Cl	?	-0.8%	?	-1.6%	-28.6%	-6.1%	-0.9%	0.0%
CC(=O)C1=C(c2cccc([N+](=O)[O-])c2)N(C(C)=O)n2c(C)nnc2S1	-33.7%	4.5%	?	-4.9%	-29.4%	-6.5%	-17.5%	10.6%
COc1ccccc1OC(=O)CN1C(=O)c2ccccc2C1=O	-12.2%[46.1 µM]	6.6%	?	-10.5%	-8.8%	2.1%	-3.8%	0.4%
COc1ccc(NC(=O)CSc2nc3c(c(=O)[nH]2)CCC3)cc1	.	.	?	-0.2%	-7.3%	-0.7%	.	-0.8%
Cc1cccc(Cn2cnc3c(cnn3-c3ccc(Cl)cc3)c2=O)c1	.	.	-11.9%	-3.6%	-1.3%	-1.1%	.	0.3%
COCCNC(=S)N(CCc1c(C)[nH]c2ccc(F)cc12)Cc1cccs1	-38.7%	-5.1%	12.8%	9.3%	14.1µM*[quencher]	-1.2%	-14.7%	14.1%
Cc1cc(NS(=O)(=O)c2ccc(NC(=O)COc3c(C)ccc(C)c3C)cc2)nc(C)n1	.	.	-5.0%	4.1%	-21.7%	2.9%	.	1.0%
O=C(C1CC1)N1CCN(c2ccnc3cc(Cl)ccc23)CC1	-7.2%	-6.1%	-1.3%	0.3%	-5.4%	2.7%	1.5%	-0.4%
CCC(=O)N1CCc2cc(CNC(=O)c3ccc(C#N)cc3)ccc21	.	.	0.2%	-3.5%	-16.6%	-5.6%	.	-0.2%
O=C(Nc1ccccc1C(F)(F)F)c1ccccc1Br	10.2%	-5.1%	-1.9%	-4.2%	-2.4%	-0.7%	1.5%	-1.8%
CNC(=S)N(Cc1cccs1)Cc1cc2cc(OC)ccc2[nH]c1=O	-2.5%	-10.6%	-9.2%	4.8%	-11.8%	-10.9%	-0.2%	-1.1%
COc1ccc(OC)c(NC(=O)c2nnn(CC(=O)Nc3ccc(C(C)C)cc3)c2N)c1	.	.	-13.2%	-0.8%	14.1µM*[quencher]	?	.	8.4%
Nc1nc2ccccc2n1C(=O)c1ccccc1	-8.2%	-14.2%	1.6%	-3.1%	3.4%	0.4%	0.3%	1.3%
Nc1csnc1C(=O)O	15.1%[46.1 µM]	-7.6%	-3.9%	-10.1%	0.5%	-3.8%	9.6%	-2.4%
Cc1ccc(/C=N/NC(=O)CSc2nnc(-c3ccccc3)n2-c2ccc(Cl)cc2)o1	-11.3%	7.9%	1.4%	-1.0%	-4.5%	0.9%	-16.5%	1.0%
CC(=O)Cc1nsc(Nc2cccc(C)c2)n1	6.1%	-11.2%	9.5%	15.4%	-7.0%	-2.5%	?	-1.7%
CCCOC(=O)c1c(NC(=O)CSc2nc(-c3ccco3)cc(C(F)(F)F)n2)sc(C(=O)OC)c1C	0.1%[46.1 µM]	0.0%	2.9%	1.9%	-10.9%	-3.3%	-9.8%	-1.6%
CCC(=O)N1c2ccccc2NC2=C(C(=O)CCC2)C1c1ccc(N(C)C)cc1 (stereo not given)	-26.4%[46.1 µM]	-3.3%	?	1.4%	-25.7%	0.4%	-5.7%	-1.0%
CN(CCO)c1cnccn1	21.7%	9.8%	-1.2%	2.8%	-3.2%	-0.7%	3.7%	3.1%

Of the compounds above, these contain two or more sulfur atoms:
SMILES	NPSR antagonist	GLA spleen mod	Tau fibril FP	TRb SRC2 PPI	Tau fluor counter	TexasRed fluor	CBFb-RUNX1 inh	Epigenetic derep
CCc1nnc(NC(=O)CSc2ncc(-c3ccccc3)n2CC)s1	-19.9%[46.1 µM]	-3.8%	2.7%	-2.9%	1.0%	-0.1%	-15.8%	-2.4%
C=CCn1c(Cc2cccs2)nnc1SCC(=O)c1ccc(F)cc1	-9.1%[46.1 µM]	6.3%	-8.9%	4.5%	-10.4%	0.1%	0.6%	-1.9%
COCCNC(=S)N(CCc1c(C)[nH]c2ccc(F)cc12)Cc1cccs1	-38.7%	-5.1%	12.8%	9.3%	14.1µM*[quencher]	-1.2%	-14.7%	14.1%
CNC(=S)N(Cc1cccs1)Cc1cc2cc(OC)ccc2[nH]c1=O	-2.5%	-10.6%	-9.2%	4.8%	-11.8%	-10.9%	-0.2%	-1.1%
CCCOC(=O)c1c(NC(=O)CSc2nc(-c3ccco3)cc(C(F)(F)F)n2)sc(C(=O)OC)c1C	0.1%[46.1 µM]	0.0%	2.9%	1.9%	-10.9%	-3.3%	-9.8%	-1.6%
